# Compound activity from PubChem BioAssay.
# KDM5B inh: KDM5B demethylase inhibition; KDM5B demethylase, FDH-coupled NADH fluorescence (FDH is formaldehyde dehydrogenase); 2.6% of 220,000 active; Q9UGL1; AID 1347165; Potency, µM (titrated, usually from 57.7 µM), inactives show top-dose activity change, negative = inhibition, usual class: inhibitors; active = well fitted inhibition curve with a large enough effect; inconclusive = small, poorly fitted or top-dose-only effect; inactive = no such curve, though single readings can be large or run the other way; also: 0% is about no effect; nearly all actives have a fitted effect of over 70% in size
# Target sequence (Q9UGL1 whole entry, looked up): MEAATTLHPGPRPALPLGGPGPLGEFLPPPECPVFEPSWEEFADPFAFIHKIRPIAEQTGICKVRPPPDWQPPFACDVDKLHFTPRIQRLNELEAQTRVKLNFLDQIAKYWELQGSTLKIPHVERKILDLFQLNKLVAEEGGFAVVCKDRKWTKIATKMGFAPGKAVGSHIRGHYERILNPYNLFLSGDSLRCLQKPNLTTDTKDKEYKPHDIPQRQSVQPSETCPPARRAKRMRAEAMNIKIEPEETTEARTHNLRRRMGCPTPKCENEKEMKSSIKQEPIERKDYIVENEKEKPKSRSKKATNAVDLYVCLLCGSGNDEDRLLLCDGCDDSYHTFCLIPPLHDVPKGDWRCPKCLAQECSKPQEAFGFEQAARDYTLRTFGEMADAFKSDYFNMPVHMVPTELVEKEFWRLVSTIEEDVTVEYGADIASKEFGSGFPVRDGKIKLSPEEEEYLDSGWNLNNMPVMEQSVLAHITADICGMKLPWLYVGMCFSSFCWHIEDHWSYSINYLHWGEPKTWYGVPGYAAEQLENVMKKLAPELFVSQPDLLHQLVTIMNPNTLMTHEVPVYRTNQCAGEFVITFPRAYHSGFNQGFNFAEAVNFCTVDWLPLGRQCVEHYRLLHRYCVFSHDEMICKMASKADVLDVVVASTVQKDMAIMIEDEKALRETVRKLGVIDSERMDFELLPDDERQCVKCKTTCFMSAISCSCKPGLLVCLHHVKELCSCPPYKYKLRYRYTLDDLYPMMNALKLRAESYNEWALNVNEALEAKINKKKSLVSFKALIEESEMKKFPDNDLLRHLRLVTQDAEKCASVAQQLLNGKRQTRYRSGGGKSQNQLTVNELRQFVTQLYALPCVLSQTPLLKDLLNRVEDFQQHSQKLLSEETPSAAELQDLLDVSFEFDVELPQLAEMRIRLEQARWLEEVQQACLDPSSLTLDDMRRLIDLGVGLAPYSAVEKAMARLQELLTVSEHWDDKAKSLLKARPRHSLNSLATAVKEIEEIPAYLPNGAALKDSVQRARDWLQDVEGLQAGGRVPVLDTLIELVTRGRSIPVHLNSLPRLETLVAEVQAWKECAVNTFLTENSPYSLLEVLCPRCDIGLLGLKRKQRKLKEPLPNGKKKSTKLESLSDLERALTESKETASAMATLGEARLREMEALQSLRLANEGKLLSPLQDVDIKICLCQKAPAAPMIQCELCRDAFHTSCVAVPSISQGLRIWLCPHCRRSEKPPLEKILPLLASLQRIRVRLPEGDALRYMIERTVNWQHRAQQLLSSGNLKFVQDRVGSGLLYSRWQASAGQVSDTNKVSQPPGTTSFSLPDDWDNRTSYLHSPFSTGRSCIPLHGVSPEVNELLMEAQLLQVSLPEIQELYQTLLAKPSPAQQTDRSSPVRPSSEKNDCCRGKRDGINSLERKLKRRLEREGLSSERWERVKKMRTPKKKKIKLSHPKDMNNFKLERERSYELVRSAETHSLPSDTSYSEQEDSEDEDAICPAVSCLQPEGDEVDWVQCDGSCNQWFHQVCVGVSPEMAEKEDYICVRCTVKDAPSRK
#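 Coupled FDH/NAD⁺ fluorescence readout. KDM5BΔAP 200 nM final; compound titration, 10 min RT preincubation; substrate mix 12.5 µM H3K4me3, 25 µM 2-OG, 50 µM Fe(II), 100 µM ascorbate, 0.25 mM NAD⁺, 0.25 U/mL FDH; ΔRFU over 30 min.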
# * = called active by the depositor; i = inactive; ? = inconclusive; [ ] = dose if it differs, or a comment. Potency is read from the fitted curve at half-maximal effect. Some of the compounds tested; the hit share may differ from the screen's.
SMILES,KDM5B inh
CCOC(=O)c1cnc2c(C)c(Cl)ccc2c1Nc1ccc(N2CCOCC2)cc1,-8.5%
COc1cc(OC)c(OC)cc1/C=C/c1nc2cc3ccccc3cc2c(=O)n1-c1ccccc1Br,1.6%
CC(=O)N[C@H]1CC[C@]2(C)CC[C@@H]([C@H](C)C(=O)NCc3ccco3)[C@H](O)[C@H]2[C@@H]1C,-10.7%[86.2 µM]
CCCn1c(N)c(N(CCOC)C(=O)c2cc3c(s2)CCC(CC)C3)c(=O)[nH]c1=O (stereo not drawn),-19.9%
CCN1c2cc(C(=O)NCc3cccc(C)c3)ccc2C(=O)N2CCCCC21 (stereo not drawn),?
COc1ccc2c(c1)OCCN(c1ccc(NC(=O)c3ccc(F)cc3)cc1C(=O)O)C2,-4.1%
CCN1CCC2(CCC1=O)CN(Cc1noc(CC(C)C)n1)CCN2C (stereo not drawn),16.5%
CCCNC(=O)N1CCC(Oc2ncccc2C(=O)N(C)C)C1 (stereo not drawn),5.7%
CCc1ccccc1NC(=O)CN1CCN(C(=O)CN(C)Cc2cnn(-c3ccccc3)c2)CC1,-14.5%
COc1nnc(-c2ccc(N3CCCCC3)c(NC(=O)c3ccc(Cl)cc3)c2)c2ccccc12,?
COc1ccccc1N1CCN(C(=O)Cn2c(=O)nc(-c3ccccc3)c3ccccc32)CC1,?
COC(=O)[C@@H]1Cc2ncn(C(C)C)c2CN1C(C)=O,-19.2%[115 µM]

# 2 neighbouring compounds from above, for reference:
SMILES,KDM5B inh
CCCn1c(N)c(N(CCOC)C(=O)c2cc3c(s2)CCC(CC)C3)c(=O)[nH]c1=O (stereo not drawn),-19.9%
CCN1c2cc(C(=O)NCc3cccc(C)c3)ccc2C(=O)N2CCCCC21 (stereo not drawn),?

# (next part)
SMILES,KDM5B inh
O=C(NCc1cccnc1)C1c2ccccc2C(=O)N(C2CCCC2)C12CCCCC2 (stereo not drawn),18.3%
COC(=O)C1C(=O)C=C(N)CC1c1ccco1 (stereo not drawn),?
CC(C)N1C(=O)Cc2ccccc2C1C(=O)NCc1ccccc1Br (stereo not drawn),2.7%
c1coc(-c2cc(CSc3ccc4c(c3)OCCCO4)no2)c1,8.9%
COc1ccccc1CC(=O)Nc1ccc2nc(Nc3cccc(Cl)c3)cc(C)c2c1,?
Cc1ccc(-n2c(SCC(=O)Nc3ccc4c(c3)OCCO4)nc3c([nH]c4ccccc43)c2=O)cc1,?
CCN(C(=O)c1cc2ccc(OC)cc2[nH]1)C1CCCCC1,19.4%
CC(Sc1ccc(Cl)cc1)C(=O)NNC(=O)c1csc(N2CCOCC2)n1 (stereo not drawn),6.6%
CC(C)COc1ccc(C(=O)Nc2cccc(-c3nc4ccccc4[nH]3)c2)cc1,i
O=C(Cc1cccs1)Nc1ccc2c(c1)CN(Cc1ccccc1F)C(=O)CO2,-23.4%
Clc1ccc(-c2noc3ncnc(NCCc4ccccc4)c23)cc1,-4.2%
CCc1ccccc1-n1c(N)c(C(=O)OC)c2nc3ccccc3nc21,?
CN1CCN(c2oc(-c3ccc(COc4ccc(Cl)cc4)o3)nc2C#N)CC1,?
COc1cccc(-n2c(=O)c3sccc3n(CC(=O)NC3CCCC3)c2=O)c1,-6.7%
O=C(CSCc1cnn(-c2ccccc2)c1-n1cccc1)NCc1ccccc1F,?
COCC1CN(S(=O)(=O)c2cnc[nH]2)CC12CCNCC2 (stereo not drawn),-0.3%
CC(C)c1ccc(Nc2cc(C(=O)NCCCN(C)Cc3ccccc3)c3ccccc3n2)cc1,?
C1CCCN(CCNC2CCCC2)CC1,0.8%
C=CCn1c(SCC(=O)Nc2cc(C)on2)nnc1-c1ccccc1OC,4.1%
Cc1cccc(C)c1-c1nc(C(=O)NCc2ccc(F)cc2)n2ccccc12,28.2µM*
CC(=O)c1ccc(NC(=O)COC(=O)c2csc(NCc3ccccc3)n2)cc1,4.3%
CCc1cc(=O)oc2cc(OC(C)C(=O)NCc3cccnc3)ccc12 (stereo not drawn),?
Cc1cc(C)c2oc(C(=O)N3CCC(Cc4ccccc4)CC3)cc(=O)c2c1,10.1%
O=C(NCc1ccccc1)C1CCCN(S(=O)(=O)c2cccc3nsnc23)C1 (stereo not drawn),-4.8%
CCOc1cc(CNC(=O)c2ncoc2-c2ccc(OC)cc2)cc(OCC)c1OCC,?
O=C(NNC(=O)C1CC(=O)N(Cc2ccccc2)C1)c1ccc(Br)cc1 (stereo not drawn),10.4%
CC(C)Cc1ccc(C(C)C(=O)NC(c2ccccc2)c2ccccc2)cc1 (stereo not drawn),-15.4%
CCCNC(=O)Cn1c(=O)n(CC2CCC(C(=O)NC)CC2)c(=O)c2sccc21 (stereo not drawn),2.6%
COC[C@@H]1CN(Cc2cnn(C(C)C)c2)C[C@H]1C(=O)NC1CC1,8.1%
Cc1cccc(NC(=O)C2CCCN2S(=O)(=O)c2ccc3nc(-c4ccccc4)[nH]c3c2)c1 (stereo not drawn),?
CCc1nc2c(c(-c3ccc(O)cc3)n1)CN(Cc1ccc(C(F)(F)F)cc1)CC2,-5.3%
COc1ccc(-c2ccc3nnc(CNC(=O)CCc4ccccc4)n3n2)cc1,?
CCc1ccc(NC(=O)c2sc(-n3nc(C)c(Cc4ccc5c(c4)OCO5)c3C)nc2C)cc1,?
Nc1nnnn1NCc1cc(Cl)ccc1OCc1ccc(F)cc1Cl,4.5%
COc1ccccc1NC(=O)C(C)OC(=O)c1ccc2ccccc2n1 (stereo not drawn),-6.1%
COCCn1c(-n2nc(C)cc2C)nc2c1c(=O)n(CC(=O)OC)c(=O)n2C,20.1%
O=C1CCN(Cc2cccc(F)c2)CCCC(CO)CCN1 (stereo not drawn),-15.1%
CNCC(=O)N1CCCC(c2cc(N3CCOCC3)nc(C)n2)C1 (stereo not drawn),-14.5%
S=C(NC1CCCCC1)N[C@H]1CO[C@H]2[C@@H]1OC[C@@H]2n1nnnc1Oc1ccc2c(c1)OCO2,?
O=C1CCN(S(=O)(=O)c2ccccc2)CCCN(C(=O)C2COc3ccccc3O2)CCN1 (stereo not drawn),-3.2%
Cc1ccc(NC(=O)c2ccco2)c(NC(=O)Cc2cccs2)c1,16.7%
CN1CCC2(C1)CN(CC1CCOCC1)c1ccc(C(=O)NCc3ccccc3)cc12 (stereo not drawn),39.8µM*
COCC(=O)N1CCN2C(=O)N(C)C[C@H]2C1,-11.5%[115 µM]
COc1ccc(CC(/C=C/c2ccc(F)cc2)c2ccccc2)cc1 (stereo not drawn),?
CC(=O)Nc1ccc(S(=O)(=O)Nc2ccccc2C(=O)N2CCOCC2)cc1,-10.7%
Cc1cc(C=O)c(C)n1-c1ccc(NC2CCCC2)c([N+](=O)[O-])c1,3.3%
O=C(c1cc(C2CC2)nc2onc(C3CCNCC3)c12)N1CCCCC1,1.8%[115 µM]
CN(CC(=O)NCCc1ccc(S(N)(=O)=O)cc1)S(=O)(=O)/C=C/c1ccccc1,10.5%
OCC1(CCCc2ccccc2)CCN(Cc2cccc(-n3cccn3)c2)CC1,-16.5%
CCOc1ccccc1-c1noc(CSc2nnc(-c3ccccc3)n2-c2cccc(C)c2)n1,6.0%
O=C(N/N=C\C1CC=CCC1)c1ccc(Br)o1 (stereo not drawn),-13.9%
COCCCn1c(C)cnc1C1CCN(S(=O)(=O)Cc2ccccc2)C1 (stereo not drawn),13.9%
CCc1cccc(NC(=O)c2ccc3c(c2)N(Cc2cccc(Cl)c2)C(=O)c2ccccc2S3=O)c1 (stereo not drawn),8.0%
CCN(Cc1ccccc1)C(=O)c1ccc(C)c(S(=O)(=O)N2CCCCC2)c1,9.5%
CCCCc1ccc(C(=O)NCc2ccncc2)cc1,-15.5%
O=C(NC(c1ccccc1)c1ccccc1)C12CC3CC(CC(O)(C3)C1)C2,0.1%
COc1cc(COc2cccc(C(C)=O)c2)c(OC)cc1Br,-3.6%
Cc1ccc(CN2CCSc3ccc(C(=O)N4CCN(c5cc(C)ccc5C)CC4)cc32)cc1,?
C#CCNC(=O)[C@H]1O[C@H](CCN(CCOC)CCOC)CC[C@@H]1O,-10.0%[86.2 µM]
CC1C(=O)Nc2ccccc2N1C(=O)c1ccc(O)cc1 (stereo not drawn),20.7%

# Arranged by heavy-atom count (high to low): three of the compounds above.
SMILES,KDM5B inh
CCc1cccc(NC(=O)c2ccc3c(c2)N(Cc2cccc(Cl)c2)C(=O)c2ccccc2S3=O)c1 (stereo not drawn),8.0%
CCN(Cc1ccccc1)C(=O)c1ccc(C)c(S(=O)(=O)N2CCCCC2)c1,9.5%
O=C(N/N=C\C1CC=CCC1)c1ccc(Br)o1 (stereo not drawn),-13.9%

# Further records follow.
SMILES,KDM5B inh
CC(C)c1nc2c(c(-c3ccc(O)cc3)n1)CN(C(=O)c1ccccc1F)CC2,-10.3%
Cc1ccc(Cn2ccnc2SCC(=O)NCc2ccc3c(c2)OCO3)cc1,12.7%
CCOC(=O)N1CCN(C(=O)c2cc3ccccc3[nH]2)CC1,-17.2%
CCO[C@H]1CN(C(=O)Cn2ncc3ccccc3c2=O)C[C@@H]1O,8.6%
O=C(NCc1cccc(Cl)c1)C1CCN(C(=O)c2ncn3c2COC(c2ccccc2)C3)CC1 (stereo not drawn),-6.1%
CCc1nnc(CNC(=O)c2cc(S(N)(=O)=O)ccc2F)s1,-21.1%
CCOC(=O)C(C#N)C(C#N)c1ccccc1 (stereo not drawn),31.8%
Cc1ccc(NC(=O)C(=O)c2c[nH]c3ccccc23)c(C)c1,15.7%
COc1ccc(NC(=O)NC[C@H]2O[C@@H]3C[C@@H](CC(=O)NCc4cnn(C)c4)O[C@@H]3[C@@H]2O)cc1,-5.5%
Cc1ccc(N2Cc3c(ncnc3N3CCC(O)CC3)CN(C)C2=O)cc1,9.0%
COc1ccccc1C(=O)N1CCC2(CN[S+](=O)([O-])c3cccnc3O2)C1 (stereo not drawn),20.8%[115 µM]
Cc1ccc(-c2cc(N3CCCN(C(=O)COc4ccccc4)CC3)n[nH]2)cc1C,?
Cc1ccc(NC(=O)C(C#N)=C2CCCCC2)cc1,18.8%
CCS(=O)(=O)Nc1ccc(C)n(CC(=O)NC(C)c2ccccc2)c1=O (stereo not drawn),-43.7%
N#Cc1c(N)n[nH]c1CCCNC(=O)c1ccc(Cn2nnc3ccccc32)cc1,-3.0%
Cc1ccc(S(=O)(=O)c2c(Nc3ccc(C)c(C)c3)sc(C(=O)c3ccc4c(c3)OCO4)c2N)cc1,?
O=C(Nc1c(NCC2CCCCC2)c2ccccc2oc1=O)c1cccc(F)c1,-2.8%
CCCCSc1nc2c(c(=O)n(C)c(=O)n2C)n1C/C=C/c1ccccc1,17.9%
COc1ccc(NC(=O)C2CCCN(S(=O)(=O)c3ccc4c(c3)CCCC(=O)N4)C2)cc1OC (stereo not drawn),-21.2%
CCCNc1nc2ccccc2nc1S(=O)(=O)Cc1ccc(Cl)cc1,-4.5%
Cc1ccc(C(=O)Nc2ccccc2F)cc1S(=O)(=O)N1CCOCC1,-23.0%
O=C(Cn1nc2n(c1=O)CCCCC2)NCc1ccc(F)cc1,19.9%
CC[C@H]1CN(C(=O)C2CC2)CC[C@H]1CC(=O)N1CCC(C(=O)OC)CC1,5.6%[86.2 µM]
O=C(Cn1c(=O)c2ccccc2n(CC(=O)Nc2ccc(F)cc2F)c1=O)NCCc1ccccc1,-37.1%
CN1C(=O)C(CC(=O)N2CCC(N)CC2)(Cc2ccccc2)c2ccccc21 (stereo not drawn),3.9%
CC(C)N1C(=O)C2(CCCC2)C1C(=O)NC1CCCCC1 (stereo not drawn),-10.8%
Cc1cc(Cl)ccc1OCC(=O)OCC(=O)Nc1ccccc1,13.8%
COc1cccc(-c2cc(C(=O)NCc3ccccc3)[nH]n2)c1,?
O=C1CCN(S(=O)(=O)c2ccc3c(c2)CCC3)CCCC(C(=O)NCc2ccccc2)CCN1 (stereo not drawn),-25.7%
CCCN1C[C@@H](CO)[C@H](c2nc(CCOC)no2)C1,21.4%
COc1ccc(-n2c(SCC(=O)c3c[nH]c(C(=O)N4CCCC4)c3)nnc2-c2ccncc2)cc1,15.1%
CCN(CC(=O)Nc1ccc2c(c1)OCCO2)Cc1nc2cc(Cl)ccc2c(=O)[nH]1,16.8%
Cc1ccc(C2Cn3nnc(C(=O)NCc4ccc(F)cc4Cl)c3CO2)cc1 (stereo not drawn),30.5%
CCc1ccc(NC(=O)CCn2c(-c3ccc(OC)cc3)cc(C(C)=O)c2C)cc1,?
CCN1C(=O)Cc2ccccc2C1C(=O)NCc1ccc(OC)cc1 (stereo not drawn),-26.4%
CC1CCCCN1C(C)CNC(=S)Nc1ccc(Cl)cc1Cl (stereo not drawn),?

# 5 of the entries above in order of their number in KDM5B inh, largest number first:
SMILES,KDM5B inh
Cc1ccc(NC(=O)c2ccco2)c(NC(=O)Cc2cccs2)c1,16.7%
Cc1ccc(Cn2ccnc2SCC(=O)NCc2ccc3c(c2)OCO3)cc1,12.7%
CC(Sc1ccc(Cl)cc1)C(=O)NNC(=O)c1csc(N2CCOCC2)n1 (stereo not drawn),6.6%
CC(C)N1C(=O)Cc2ccccc2C1C(=O)NCc1ccccc1Br (stereo not drawn),2.7%
O=C(Cc1cccs1)Nc1ccc2c(c1)CN(Cc1ccccc1F)C(=O)CO2,-23.4%

# Next part.
SMILES,KDM5B inh
O=C1Nc2ccccc2CC12CN(Cc1ccc(F)c(F)c1F)C2,19.4%[149 µM]
Cc1ccc([S+](=O)([O-])N2CCn3c(nnc3-c3ccccc3)C2)cc1,-3.9%
Cc1ccsc1C(=O)N1CC(Oc2cccc(-c3nc(-c4ccccc4)no3)c2)C1,-3.9%
CCC(=O)NCCc1nc2cc(NC(=O)c3cccc(Br)c3)ccc2n1C,-7.6%
COc1cc(-c2onc(C)c2C(=O)NCCCSC)cc(OC)c1OC,31.6µM*
CCc1ccc(C(=O)N2CCCN(S(C)(=O)=O)c3ccccc32)cc1,11.3%
O=C(Nc1ccc(F)c(Cl)c1)c1cc2n(n1)CC(c1ccc(Cl)cc1)OC2 (stereo not drawn),25.1µM*
Cc1cc(C)c(S(=O)(=O)NCC(c2ccco2)S(=O)(=O)c2cccs2)c(C)c1 (stereo not drawn),?
